PhoP GFP inhibition – PhoP regulon inhibitors, Salmonella typhi PhoP promoter GFP reporter, confirmatory (AID 1850); 310,000 tested, 0.33% active; inhibition, % at 50 µM, or IC50 in µM where a hit was titrated; Salmonella Typhi PhoP-promoter GFP reporter, fluorescence, 4 h; higher % means a stronger effect; in the data active = a potency from the dose series; inconclusive = inhibition mostly from about 25% at the one dose, without a potency; inactive = the rest, 99 in 100 with inhibition below about 19%;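 also: 0% = induced wells with vehicle and 100% = uninduced wells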
H1N1 NS1A inhibition – NS1A inhibition, H1N1 influenza, cell based functional assay (AID 504329); 340,000 tested, 0.3% active; NS1A functional cell-based assay, percent inhibition; higher % means a stronger effect; one-dose inhibition, % at 12.5 µM; IC50 in µM for titrated hits; in the data active = a potency from the dose series; inconclusive = inhibition above about 27% without an active follow-up result; also: strong numbers were not always called active
M. tuberculosis – growth inhibition of non-replicating M. tuberculosis (AID 488890); Mycobacterium tuberculosis non-replicating, growth inhibition; higher % means a stronger effect; inhibition, % at 25 µM, or IC50 in µM where a hit was titrated; 320,000 tested, 0.39% active; in the data active = a potency from the dose series; inconclusive = inhibition mostly from about 82% at the one dose, without a potency; inactive = the rest, 99 in 100 with inhibition below about 76%;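 also: plate controls were DMSO cells for no effect and high antibiotic wells for full effect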
VEEV TC-83 Vero – inhibitors of VEEV TC-83 cytopathic effect, confirmation, Vero cells (AID 588727); Vero cells, VEEV TC-83 cytopathic effect inhibition; higher % means a stronger effect; inhibition, % at 20 µM, or IC50 in µM where a hit was titrated; 350,000 tested, 0.13% active; in the data active = a potency from the dose series; inconclusive = inhibition mostly from about 14% at the one dose, without a potency; inactive = the rest, 99 in 100 with inhibition below about 12%; also: strong numbers were not always called active
M. tuberculosis HTS – M. tuberculosis growth inhibition, HTS (AID 449762); inhibition, % at 25 µM, or IC50 in µM where a hit was titrated; M. tuberculosis H37Rv growth inhibition, 7H9 media; higher % means a stronger effect; 330,000 tested, 0.59% active; in the data active = a potency from the dose series; inconclusive = inhibition above about 70% without an active follow-up result;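 also: bacterial growth assessed after seven days of incubation; strong numbers were not always called active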
VEEV TC-83 Vero 10K pilot screen – second read-out of VEEV TC-83 Vero, no call of its own (marks repeat the call); inhibition, %; measured here: 10K pilot screen inhibition
* marks the source's active call; other numbers are inactive results; i = inactive; ? = inconclusive; . = not tested or not shown.

SMILES	PhoP GFP inhibition	H1N1 NS1A inhibition	M. tuberculosis	VEEV TC-83 Vero	M. tuberculosis HTS	others
CCN(CC)c1ccc(NC(=O)CN2CCN(CC(=O)Nc3ccccc3OC)CC2)cc1	2.4%	79.6µM*	18.5%	0.8%	?
CCc1ccc(NC(=O)C2CC(=O)N(C(C)C)C2)cc1 (stereo unspecified)	-5.2%	7.5%	1.3%	2.7%	-1.0%
C=C(Br)Cn1c(CCCC)nc2ccccc21	-1.1%	-23.9%	25.0%	0.4%	2.2%
Cc1noc(C)c1CSCC(=O)Nc1ccc(OC(F)F)c(Cl)c1	12.4%	-15.6%	-1.5%	5.5%	0.0%
C/C(=N\Nc1ccc([N+](=O)[O-])cc1[N+](=O)[O-])C(C)C(C)C (stereo unspecified)	9.1%	20.9%	22.9%	i	11.9%
COc1ccc(C(O)c2nc3ccccc3n2C(C)C)cc1 (stereo unspecified)	4.5%	3.0%	49.2%	2.1%	9.3%
CN1CCN(CC(=O)Nc2cccc([N+](=O)[O-])c2)CC1	-1.6%	-4.4%	4.7%	1.0%	-1.0%
CNS(=O)(=O)c1ccc(NC(=S)Nc2ccc3c(c2)OCO3)cc1	3.1%	2.6%	2.4%	0.9%	-5.2%
Cc1ccc(N2CC(O)=C(c3nc4ccccc4c(=O)[nH]3)C2=N)cc1C	9.8%	-2.5%	-1.3%	1.5%	-7.5%
COc1ccc(-c2nnnn2CCc2ccccc2)cc1	1.5%	-3.2%	2.7%	i	-4.3%
OC(COc1ccc2cc(Br)ccc2c1)CN1CCOCC1 (stereo unspecified)	-1.9%	6.6%	33.6%	i	19.0%	VEEV TC-83 Vero 10K pilot screen=0.0
CCOC(=O)C1(CCOC)CCN(C(=O)c2sccc2C)CC1	-3.6%	-3.5%	-0.5%	0.3%	6.5%
O=C1CC(N2CCC(c3nc4ccccc4o3)CC2)C(=O)N1c1ccc(F)cc1 (stereo unspecified)	-11.3%	-3.5%	11.6%	0.6%	3.1%
Cc1nonc1NC(=O)OCCN1CCOC1=O	-4.8%	-0.1%	17.2%	0.9%	-1.3%
CCOC(=O)C1CCN(C(=O)CCC(=O)NCCc2ccc(Cl)cc2)CC1	7.5%	-6.6%	4.5%	0.1%	-0.1%
CC1=C(C(=O)OCCNC(=O)c2ccccc2O)C(c2ccccc2[N+](=O)[O-])C(C(=O)OCC2CCCO2)=C(C)N1 (stereo unspecified)	-6.1%	3.4%	36.8%	8.3%	1.8%
COCCNC(=S)N(CCc1c(C)[nH]c2ccc(F)cc12)Cc1ccco1	-3.9%	25.3%	18.1%	5.3%	-10.7%
CCN(CC(=O)Nc1ccc2c(c1)OCCO2)C(=O)c1cc(=O)[nH]c2ccccc12	6.4%	1.0%	0.7%	i	-4.0%
CN(C)S(=O)(=O)c1cccc(COc2ccccc2C(=O)Nc2ccccc2)c1	-9.3%	16.3%	6.0%	6.4%	2.1%
O=C(NC(=S)NNC(=O)c1cccs1)c1ccc(Br)o1	64.3µM*	-1.9%	?	4.3%	?
Cc1ccc(NS(=O)(=O)c2c(C)[nH]c(=O)[nH]c2=O)cc1F	2.6%	-4.5%	-13.0%	1.1%	6.1%
COC(=O)[C@H](C)N(Cc1ccc(Cl)c(Cl)c1)S(=O)(=O)CCN1CCCC1	.	-5.4%	.	i	.
COc1ccc(Cn2cc(C(=O)O)c(=O)c3ccccc32)cc1	4.3%	1.3%	-4.9%	0.1%	5.1%
O=C(CCn1nnnc1CN1CCOCC1)N1CCC(c2cccc(Cl)c2)C1 (stereo unspecified)	-7.7%	-0.6%	-7.6%	3.9%	0.3%
COc1ccc(/C=C/C(=O)C23CC4CC(CC(C4)C2)C3)cc1CN1CCOCC1	-1.1%	10.9%	61.0%	6.3%	19.8%
Cc1cccc(OC(C)C(=O)NC2CCS(=O)(=O)C2)c1C (stereo unspecified)	-5.7%	-5.8%	20.7%	1.3%	-10.3%
CC(=O)c1cccc(NC(=O)CN(c2ccc(F)cc2)S(C)(=O)=O)c1	-8.7%	1.5%	13.7%	2.3%	-4.1%
CCNc1nc(NCC)nc(Oc2ccc(OCc3ccccc3)nn2)n1	4.8%	.	5.9%	.	-3.1%
CCCn1c(N2CCN(CC(=O)NCc3cccs3)CC2)nc2ccccc21	-1.8%	-87.5%	9.0%	5.6%	1.4%
C[C@@H]1CC=C[C@H]2[C@H]1C(=O)N(Cc1ccccc1)[C@H]2c1ccc(F)c(-c2ccc(N(C)C)cc2)c1	0.4%	1.6%	8.0%	i	-1.6%

Ordered by number of heavy atoms (low to high): eleven of the compounds above.
SMILES	PhoP GFP inhibition	H1N1 NS1A inhibition	M. tuberculosis	VEEV TC-83 Vero	M. tuberculosis HTS	others
O=C(NC(=S)NNC(=O)c1cccs1)c1ccc(Br)o1	64.3µM*	-1.9%	?	4.3%	?
Cc1ccc(NS(=O)(=O)c2c(C)[nH]c(=O)[nH]c2=O)cc1F	2.6%	-4.5%	-13.0%	1.1%	6.1%
COc1ccc(Cn2cc(C(=O)O)c(=O)c3ccccc32)cc1	4.3%	1.3%	-4.9%	0.1%	5.1%
CC(=O)c1cccc(NC(=O)CN(c2ccc(F)cc2)S(C)(=O)=O)c1	-8.7%	1.5%	13.7%	2.3%	-4.1%
COC(=O)[C@H](C)N(Cc1ccc(Cl)c(Cl)c1)S(=O)(=O)CCN1CCCC1	.	-5.4%	.	i	.
COCCNC(=S)N(CCc1c(C)[nH]c2ccc(F)cc12)Cc1ccco1	-3.9%	25.3%	18.1%	5.3%	-10.7%
CCCn1c(N2CCN(CC(=O)NCc3cccs3)CC2)nc2ccccc21	-1.8%	-87.5%	9.0%	5.6%	1.4%
CN(C)S(=O)(=O)c1cccc(COc2ccccc2C(=O)Nc2ccccc2)c1	-9.3%	16.3%	6.0%	6.4%	2.1%
CCN(CC(=O)Nc1ccc2c(c1)OCCO2)C(=O)c1cc(=O)[nH]c2ccccc12	6.4%	1.0%	0.7%	i	-4.0%
C[C@@H]1CC=C[C@H]2[C@H]1C(=O)N(Cc1ccccc1)[C@H]2c1ccc(F)c(-c2ccc(N(C)C)cc2)c1	0.4%	1.6%	8.0%	i	-1.6%
CC1=C(C(=O)OCCNC(=O)c2ccccc2O)C(c2ccccc2[N+](=O)[O-])C(C(=O)OCC2CCCO2)=C(C)N1 (stereo unspecified)	-6.1%	3.4%	36.8%	8.3%	1.8%

Compounds from the list above with bromine:
SMILES	PhoP GFP inhibition	H1N1 NS1A inhibition	M. tuberculosis	VEEV TC-83 Vero	M. tuberculosis HTS	others
C=C(Br)Cn1c(CCCC)nc2ccccc21	-1.1%	-23.9%	25.0%	0.4%	2.2%
OC(COc1ccc2cc(Br)ccc2c1)CN1CCOCC1 (stereo unspecified)	-1.9%	6.6%	33.6%	i	19.0%	VEEV TC-83 Vero 10K pilot screen=0.0
O=C(NC(=S)NNC(=O)c1cccs1)c1ccc(Br)o1	64.3µM*	-1.9%	?	4.3%	?

Carrying on.
SMILES	PhoP GFP inhibition	H1N1 NS1A inhibition	M. tuberculosis	VEEV TC-83 Vero	M. tuberculosis HTS	others
O=C(Nc1ccc(C(=O)N2CCN(c3ccccc3F)CC2)cc1)C1=CSCCO1	10.0%	-3.8%	38.1%	2.4%	0.8%
CCCN1CCN(C(=O)CN2C(=O)COc3ccc(S(=O)(=O)N(CC)CC)cc32)CC1	2.3%	1.5%	0.3%	i	-0.3%
O=C(NCC(c1ccco1)N1CCc2ccccc21)c1cccc(F)c1 (stereo unspecified)	-4.6%	16.1%	14.7%	4.3%	4.5%
CCn1ccc(C(=O)Nc2ccc(N(C)C(C)=O)cc2)n1	-3.8%	7.8%	-7.6%	5.2%	-1.0%
COc1ccc(N(CC(=O)NCc2ccccc2)S(C)(=O)=O)cc1	-7.4%	8.0%	-0.9%	0.5%	-1.4%
Cc1ccc(-c2noc(CN3C(C)CCCC3C)n2)cc1 (stereo unspecified)	.	2.8%	.	0.5%	3.4%
CCCCCNC(=O)C1CC(=O)OC12CCCCC2 (stereo unspecified)	-14.4%	-5.4%	3.9%	3.9%	3.0%
CCOc1ccc(CSC(=N)N)cc1	-7.7%	-1.5%	13.5%	0.2%	-3.0%
CCC(=O)Nc1nnc(-c2cccs2)s1	-4.5%	3.5%	-3.6%	8.2%	-6.0%
CCc1cccc(Nc2c([N+](=O)[O-])cc(C(=O)N3CC(=O)Nc4ccccc43)cc2[N+](=O)[O-])c1	-1.6%	13.3%	58.7%	3.3%	6.9%
Cn1c(SCC(=O)NC2CCCC2)nnc1-c1ccc(S(=O)(=O)N2CCOCC2)cc1	1.1%	-3.3%	-0.2%	1.5%	-3.7%
O=C1CCN(S(=O)(=O)c2cc(C(F)(F)F)ccc2Cl)CC1	.	-6.2%	-20.0%	0.6%	-0.9%
Cc1ccc(N=C2NC(=O)/C(=C/c3cccnc3)S2)cc1C	-6.8%	7.5%	-3.9%	12.3%	0.6%
O=C(CN(Cc1cccs1)C(=O)CNS(=O)(=O)c1ccccc1)NCc1ccco1	0.0%	7.5%	.	0.1%	.
O=C(NNC(=O)c1cc(-c2ccccc2)n(-c2ccccc2)n1)c1cccc([N+](=O)[O-])c1	1.4%	-4.1%	-2.5%	0.6%	-9.6%
COCC(=O)Nc1nc(-c2ccccc2)c(C)s1	-7.1%	-7.6%	19.6%	2.7%	-8.6%
COc1ccc(C(NC(=O)C(C)C)c2ccc3cccnc3c2O)cc1 (stereo unspecified)	8.1%	6.0%	0.1%	3.4%	-6.8%
Cc1cc(=O)oc2cc(OCC(=O)Nc3c(Cl)cccc3C(F)(F)F)ccc12	-6.7%	-12.0%	-1.8%	2.8%	-13.7%
O=C(COC(=O)c1ccc(O)cc1)c1ccc(S(=O)(=O)N2CCCCC2)cc1	.	-7.1%	20.6%	4.7%	-4.8%
Cc1cc(C)nc(S/C=C/C(=O)c2ccccc2)n1	0.9%	-16.0%	?	?	68.7%
COc1ccc(-c2noc(=O)n2Cc2ccccc2F)cc1	-0.7%	-6.1%	25.6%	0.5%	6.8%
O=C(CCN1C(=O)C2CC=CCC2C1=O)Nc1nc(-c2ccc(F)c(F)c2)cs1 (stereo unspecified)	.	7.3%	25.9%	2.8%	-3.3%
Cc1cc(C)c(NC(=S)N(CCN(C)C)Cc2cccs2)c(C)c1	-7.8%	8.7%	77.6%	i	5.1%
Cc1oc2c(C)c3oc(=O)c4c(c3cc2c1C)CCCC4	-5.4%	-2.9%	27.2%	i	5.4%
COc1ccc(CCNC(=O)CC(Cc2ccc(C)cc2)C(=O)O)cc1OC (stereo unspecified)	-12.3%	-16.9%	-10.8%	0.3%	-2.0%
CC(=O)N=c1sccn1CC(=O)c1ccc([N+](=O)[O-])cc1	-12.1%	7.9%	-8.8%	i	-5.3%
COc1ccc(O)c(C(=O)CC(=O)c2ccncc2)c1	.	-10.6%	.	0.5%	.
Fc1ccc(CN2CCCN(C(=S)Nc3ccc(F)cc3)CC2)cc1	3.6%	8.5%	4.2%	3.0%	-5.2%
COc1ccc(OCC(O)CNC(=O)c2c(-c3ccccc3)noc2C)cc1 (stereo unspecified)	5.0%	0.7%	-7.4%	1.5%	4.2%
COC(=O)Cc1ccc(NC(=S)NCc2ccc(S(N)(=O)=O)cc2)cc1	7.3%	21.6%	9.6%	i	-5.4%
COc1ccccc1NC(=O)CCC(=O)Nc1cc(OC)c(NC(=O)c2cccs2)cc1OC	-2.2%	-11.2%	2.9%	4.3%	3.8%
CCn1c(N2CCN(C(=S)NCC(C)C)CC2)nc2ccccc21	-7.1%	-6.1%	25.7%	i	-8.4%
COc1ccc(NC(=O)CCCSc2nc(-c3ccco3)cc(C(F)(F)F)n2)cc1OC	14.7%	12.9%	5.3%	10.2%	3.0%
CCOC(=O)c1sc(NC(=O)c2ccc3nc[nH]c3c2)nc1C	10.1%	-0.9%	31.5%	11.3%	49.6%
COc1ccc(Cn2c(O)cc(=O)[nH]c2=O)cc1	9.2%	-11.9%	2.6%	2.1%	0.6%
CC(=O)N1c2ccc(S(=O)(=O)N3CCCC(C(=O)Nc4ccc(F)cc4)C3)cc2CC1C (stereo unspecified)	-7.5%	1.2%	0.8%	0.6%	-4.1%
O=C(CCc1c[nH]c2ccccc12)NCCc1ccc2c(c1)OCCO2	1.7%	2.8%	9.5%	4.1%	0.0%
Cc1ccc(O)c(C(=O)c2cc(C(=O)NCCC(C)C)c(=O)n(CCC(C)C)c2)c1	-6.7%	-0.6%	14.8%	8.6%	14.5%

Outcome played no part in choosing rows; any-hit rate near 1.6%.
